FBW7 act: human FBW7 E3 ligase activation, primary screen | Q969H0 | AlphaScreen FBW7–phospho-cyclin E peptide binding, activator screen | normalized activity (activation), % at 26.1 µM | hit rate 0.13% among 650,000 | AID 1259310; in the data active = normalized activity above about 1.9%;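 also: purified mutant Fbw7 with reduced substrate affinity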
GPR151 activ: activates the human receptor GPR151. PathHunter beta-arrestin GPR151 cells, luminescence. activation, % at 11.2 µM. hit rate 1% among 650,000. AID 1508602. Q8TDV0; in the data active = activation above about 4.9%;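 also: 0% = median of compound wells and 100% = cells with positive control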
Target sequence (Q8TDV0 whole entry, looked up): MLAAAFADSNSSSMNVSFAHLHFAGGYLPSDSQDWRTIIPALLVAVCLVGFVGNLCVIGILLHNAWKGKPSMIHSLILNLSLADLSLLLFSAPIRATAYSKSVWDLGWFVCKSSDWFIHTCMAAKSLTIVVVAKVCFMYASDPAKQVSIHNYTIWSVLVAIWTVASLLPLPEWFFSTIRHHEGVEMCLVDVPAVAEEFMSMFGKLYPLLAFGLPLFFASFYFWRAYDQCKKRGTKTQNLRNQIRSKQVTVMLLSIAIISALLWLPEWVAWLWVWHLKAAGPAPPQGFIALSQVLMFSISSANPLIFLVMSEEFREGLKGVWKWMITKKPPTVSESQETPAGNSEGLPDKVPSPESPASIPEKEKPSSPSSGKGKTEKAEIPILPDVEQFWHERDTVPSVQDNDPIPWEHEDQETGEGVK
MITF inh: blocks human microphthalmia-associated transcription factor; O75030; AlphaScreen MITF homodimerization, bead proximity signal; inhibition, % at 2.6 µM; hit rate 0.91% among 650,000; AID 1259374; in the data active = inhibition above about 50%;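 also: 0% = vehicle wells with protein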
Target sequence (O75030 whole entry, looked up): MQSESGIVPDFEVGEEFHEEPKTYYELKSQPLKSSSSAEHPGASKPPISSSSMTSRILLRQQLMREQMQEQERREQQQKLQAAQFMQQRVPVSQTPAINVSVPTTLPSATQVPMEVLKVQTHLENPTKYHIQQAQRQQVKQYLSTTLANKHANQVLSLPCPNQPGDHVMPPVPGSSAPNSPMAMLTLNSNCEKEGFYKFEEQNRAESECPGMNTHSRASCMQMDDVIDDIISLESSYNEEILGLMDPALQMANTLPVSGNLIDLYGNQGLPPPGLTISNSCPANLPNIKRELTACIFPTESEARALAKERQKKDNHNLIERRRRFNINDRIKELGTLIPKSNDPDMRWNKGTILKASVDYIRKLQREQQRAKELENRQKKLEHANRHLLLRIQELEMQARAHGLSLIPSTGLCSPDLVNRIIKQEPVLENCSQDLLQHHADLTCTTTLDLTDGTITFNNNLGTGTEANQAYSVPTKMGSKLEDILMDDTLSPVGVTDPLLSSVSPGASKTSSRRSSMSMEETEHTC
TEAD-YAP block: TEAD-YAP interaction inhibition; hit rate 1.4% among 640,000; AID 1259422; inhibition, % at 9.12 µM; HEK-TIYL cells, TEAD-Gal4/YAP UAS-luciferase luminescence; in the data active = inhibition above about 32%;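 also: 0% = median of test compound wells and 100% = reference inhibitor wells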
The depositor's hits bear a star; & = joins results of further samples. Not a hit list. Share with any hit: about 3.4%.

Compound,FBW7 act,GPR151 activ,MITF inh,TEAD-YAP block
Cc1ccc(S(=O)(=O)Oc2c(C=O)[nH]c3ccccc23)cc1,0.1,1.8,11,28
COc1cc(C(=O)n2nc(C)c(Sc3ccc(C)cc3)c2C)cc(OC)c1OC,0.0,-1.3,9,-9
COc1cc(C(=O)NCCc2csc(-c3ccc(C)cc3)n2)cc(OC)c1OC,-0.3,-1.7,2,5
CCOc1ccc(-n2c(SCC(=O)N3CCCc4ccccc43)nc3n[nH]c(C)c3c2=N)cc1,1.1,-0.1,18,-9
Fc1ccc(-n2ncc3c(Nc4ccc5c(c4)OCO5)ncnc32)cc1,-0.1,4.3,-9,-13
Cc1cc(NC(=O)C(C)C)ncc1NC(=O)c1ccco1,0.2,0.3,12,-6
Cc1c(-n2c(-c3ccco3)nc3ccccc3c2=O)c(=O)n(-c2ccccc2)n1C,0.4,-1.5,-5,-11
O=C(Cn1ncc2ccccc21)N1CCC(Cc2ccccc2)CC1,-0.2,-0.5,8,11
COc1ccc(-c2nnc3sc(NC(=O)COc4ccccc4C)nn23)cc1OC,0.0,-1.1,-3,-10
O=C(COc1ccc(Cl)cc1)NNC(=O)COc1ccc2ccccc2c1,-0.1,-0.1,-5,-5
Cc1n[nH]c(=O)nc1NNc1ccc(C(=O)O)cc1,-0.1,-2.2,56*,-1
O=[N+]([O-])c1ccc(CSc2ccc(-c3ccncc3)nn2)cc1,-0.3,-1.1,-1,-2
O=C1NC2(CCN(C(=O)Cn3cnc4ccccc4c3=O)CC2)Oc2ccccc21,0.1,-0.5,-14,6
CCC(=O)N1N=C(c2cccc(NS(=O)(=O)CC)c2)CC1c1ccccc1 (centres undefined),0.3,0.6,-3,1
CC1CCCC(C)N1C(=O)c1nn2c(c1Cl)NC(c1ccc(F)cc1)CC2C(F)(F)F (centres undefined),0.0,-0.9,0,6
CC(NC(=O)CCC1(Cc2ccco2)CCC(=O)N1)c1cnn(-c2ccccc2)c1 (centres undefined),1.2,-0.7,10,0
CC(=O)c1ccc(Nc2cc(C#N)c(C#N)cc2[N+](=O)[O-])cc1,0.5,0.0,8,-18
Cc1onc(-c2ccccc2Cl)c1C(=O)Nc1c2c(nn1-c1ccc(Cl)cc1)CS(=O)(=O)C2,0.0,0.4,5,-3
CCOP(=O)(OCC)C(Nc1ccc([N+](=O)[O-])cc1)c1ccccc1 (centres undefined),-0.2,-0.5,-2,1
CC(=O)c1ccc(N2CCN(CC(=O)Nc3sc(C)c(C)c3C#N)CC2)cc1,-0.2,0.6,2,7

An excerpt from above, limited to MITF inh and GPR151 activ.
| molecule | MITF inh | GPR151 activ |
| --- | --- | --- |
| COc1cc(C(=O)NCCc2csc(-c3ccc(C)cc3)n2)cc(OC)c1OC | 2 | -1.7 |
| CC(NC(=O)CCC1(Cc2ccco2)CCC(=O)N1)c1cnn(-c2ccccc2)c1 (centres undefined) | 10 | -0.7 |
| CC(=O)c1ccc(Nc2cc(C#N)c(C#N)cc2[N+](=O)[O-])cc1 | 8 | 0.0 |
| CC(=O)c1ccc(N2CCN(CC(=O)Nc3sc(C)c(C)c3C#N)CC2)cc1 | 2 | 0.6 |

Molecules above containing a nitro group on carbon:
Compound,FBW7 act,GPR151 activ,MITF inh,TEAD-YAP block
O=[N+]([O-])c1ccc(CSc2ccc(-c3ccncc3)nn2)cc1,-0.3,-1.1,-1,-2
CC(=O)c1ccc(Nc2cc(C#N)c(C#N)cc2[N+](=O)[O-])cc1,0.5,0.0,8,-18
CCOP(=O)(OCC)C(Nc1ccc([N+](=O)[O-])cc1)c1ccccc1 (centres undefined),-0.2,-0.5,-2,1

More records:
Compound,FBW7 act,GPR151 activ,MITF inh,TEAD-YAP block
Cn1cc([N+](=O)[O-])c(C(=O)Nc2ccc(-c3nc4ccccc4[nH]3)cc2)n1,-0.1,0.8,8,-46
CCCCOc1ccc(NC(=O)C2CC(=O)N(c3ccc(CC)cc3)C2)cc1 (centres undefined),0.0,-0.1,2,0
COc1ccc(C2C(C(=O)Nc3ccc4c(c3)OCO4)c3ccccc3C(=O)N2c2ccc(OC)cc2)cc1 (centres undefined),-0.1,-0.3,-6,-6
Cc1ccc(-c2cncc(-c3cc(NCCCn4ccnc4)nc(C)n3)c2)cc1,-0.3,1.7,6,-3
NS(=O)(=O)c1ccc(CCNS(=O)(=O)c2cc(C(F)(F)F)ccc2Cl)cc1,0.1,1.3,-3,3
Cc1cccc(Nc2ncnc3c2c(-c2ccccc2)cn3-c2ccc(Cl)cc2)c1,0.0,0.3,7,3
COCCCNCCOCCOc1ccccc1C(C)(C)C,0.1,2.3,16,4
CC1CCN(c2oc(COc3ccccc3Cl)nc2C#N)CC1,0.1,0.8,13,-11
CCOC(=O)C1=C(CN2CCCCC2C)NC(=O)NC1c1cc(C)ccc1C (centres undefined),-0.1,1.1,2,4
CCc1ccccc1NC(=O)CCN1C(=O)c2ccccc2C1=O,0.4,-0.2,6,3
Cc1ccc(-c2nnc(SCC(=O)NC(C)C)o2)cc1,-0.2,-1.2,0,7
CCCS(=O)(=O)N1CC(=O)N(c2ccc(F)cc2)C(C)(C(=O)NC2CCCC2)C1 (centres undefined),0.5,-0.2,12,-4
COc1ccc(N2CCN(C(=S)Nc3ccc(C(C)=O)cc3)CC2)cc1,0.1&0.0,-2.1&0.2,4&8,-3&3
COC(=O)c1ccc(/C=C2\SC(=Nc3ccc(F)cc3)NC2=O)cc1,0.7,3.2,15,-1
Cc1cccc(CNC(=O)c2ccc(OC3CCN(Cc4ccccn4)CC3)cc2)c1,0.0,0.1,-4,-4
COc1ccc(Cl)cc1C1=N/C(=C/c2ccccc2F)C(=O)O1,-0.1,-1.2,6,2
Cc1ccc(/C=C(\Cl)c2nc3cc(C(=O)O)ccc3c(=O)[nH]2)s1,-0.1,1.0,-8,2
CCc1ccccc1NC(=O)C(CC)Sc1ncnc2c1sc1ccccc12 (centres undefined),-0.1,0.8,2,1
O=C(O)C1C2C=CC(C2)C1C(=O)OCc1ccccc1 (centres undefined),0.1,1.9,9,6
CCOC(=O)c1cnn(-c2ccc(C)cc2C)c1CNC(C)c1n[nH]c(C)n1 (centres undefined),0.1,-0.1,10,-2
COc1ccc(/C=C(\NC(=O)c2ccccc2Cl)C(=O)NCC(=O)O)cc1,0.0,-0.3,-5,3
Cc1ccc(CN2CCc3nnc(C4CCCO4)n3CC2)s1 (centres undefined),-0.1,3.7,5,16
N/C(=N\OC(=O)CCCOc1ccccc1)c1ccccn1,-0.1,-1.0,1,-23
COCCCn1c(=C(C#N)C#N)s/c(=C/c2ccc(OC(F)F)c(OC)c2)c1=O,-0.2,1.2,-7,1
Cc1cc(=O)oc2c1ccc1onc(C)c12,0.6,-1.1,5,9
CC(C)(C)C(=O)N1CCC(c2nc3c(nnn3Cc3ccccc3Cl)c(=O)[nH]2)CC1,0.0,1.8,-1,5
CN(Cc1cccs1)c1ccc(S(=O)(=O)N2CCCC2)cn1,-0.2,4.5,-3,7
COc1ccc(OC)c(NC(=O)CSc2nc3ccccc3c(=O)n2CCC(=O)NC2CCCCC2)c1,0.0,-0.2,-8,4
O=C(Cc1ccc([N+](=O)[O-])cc1)NNC(=O)C1CCCCC1,0.2,1.9,23,12
C=CCN(c1ccccc1OC)S(=O)(=O)c1ccc(Cl)c(C(=O)O)c1,0.0,-0.3,2,-9
Cc1ccc(-c2cc(C(=O)Nc3ccc(F)c([N+](=O)[O-])c3)c3ccccc3n2)s1,0.2,0.2,-4,-13
COc1ccc(C2=C(Cl)C=C(c3ccccc3)c3ccccc3O2)cc1OC,1.1,-0.6,18,-6
O=C(O)c1ccc(NC(=S)NC(=O)c2cncc(Br)c2)cc1,0.1,0.9,-1,7
O=C(CNC(=O)c1ccc(Cl)cc1)OC1CCOC1=O (centres undefined),0.0,1.1,6,0
O=C(NC1CCCC1)C1c2ccccc2C(=O)N1c1ccc(Br)cc1 (centres undefined),-0.1,-1.2,-16,-7
CC(=O)NC(C(=O)NCC1Cc2cc(-c3nc(C)cnc3C)cc(F)c2O1)C(C)C (centres undefined),-0.1,-0.6,2,-2
FC(F)(F)c1cccc(N2CCN(c3ncnc4sccc34)CC2)c1,0.1,0.8,10,27
O=C(O)c1cccc(-c2ccc(/C=N/N3C(=O)C4C5C=CC(C6CC56)C4C3=O)o2)c1 (centres undefined),-0.2,-0.2,-14,-23
Cc1ccccc1CSc1nc2ccsc2c(=O)n1CCCC(=O)NCCc1ccc(S(N)(=O)=O)cc1,-0.1,2.3,-2,13
COc1cccc(C2=NS(=O)(=O)N(C)C(C(=O)N3C(C)CCCC3C)=C2)c1 (centres undefined),0.1,-0.5,-8,1
CCn1nc(C)cc1C(=O)N(Cc1ccccc1)c1nc2cc(OC)ccc2s1,0.8,-0.6,18,-3
CCOC(=O)C[N+]12CCC(CC1)C(C(=O)c1cccs1)C2 (centres undefined),0.2,0.0,-8,-5
CCCc1nc(C(=O)O)c(C(=O)O)[nH]1,0.1,-0.2,5,1
CC1=C(C(=O)OC2CCCCC2)C(c2ccncc2)C2=C(CCCC2=O)N1 (centres undefined),0.0,-0.5,-11,-18
C=CCOC(=O)COc1ccc2c3c(c(=O)oc2c1C)CCC3,0.0,2.1,-7,-2
Cc1ccc(N2C(=O)CSC2c2ccc(F)c(F)c2)cc1F (centres undefined),-0.1,-0.6,2,3
CC(C)N(CCNc1ncnc2nc(-c3cccc(N)c3)[nH]c12)C(C)C,-0.2,-0.6,11,-1
O=C1CCCN1CCn1cnc2c(NCc3cccc(C(F)(F)F)c3)nc(Nc3ccc(C(F)(F)F)cc3)nc21,0.2,4.4,-8,-7
Cc1ccccc1NC(=O)CCC(=O)N/N=C/c1ccccc1F,-0.2,-1.6,-13,2
NC(=O)C1CCN(C(=O)CCCn2c(=S)[nH]c3cc4c(cc3c2=O)OCO4)CC1,0.3,1.3,16,-4

(cont.)
Compound,FBW7 act,GPR151 activ,MITF inh,TEAD-YAP block
COc1ccccc1C1(NC(=O)C2CC(O)CN2Cc2ccccc2)CCCC1 (centres undefined),1.4,-0.2,6,18
CCN(CC)CCOC(=O)/C=C/c1ccco1,0.1,-0.7,22,-1
O=C(CSc1n[nH]c(-c2ccccc2)n1)NC(=O)NC1CCCC1,0.0,0.2,5,6
CC(C)(C)c1ccc(NC(=O)C(=O)NCCCN2CCOCC2)cc1,0.9,1.1,9,13
O=Cc1ccc(-c2ncc(-c3ccccc3)o2)s1,0.0,-1.7,8,-43
O=C1CCCN1CCn1cnc2c(Nc3ccccc3)nc(-c3csc4ccccc34)nc21,0.1,0.7,-9,0
O=C(Cc1cccs1)Nn1c(-c2cccc([N+](=O)[O-])c2)nc2ccccc2c1=O,-0.1,5.7*,-3,9
c1ccc(CN2CCC(Nc3nc(NCc4cccnc4)nc4c3ncn4-c3ccsc3)CC2)cc1,-0.1,1.2,5,11
CC(C)OCCCNC(=O)CCc1nnc(CCc2c[nH]c3ccccc23)o1,0.4,0.4,11,-9
O=C1OC(c2ccc(I)cc2)=N/C1=C\c1cccc(Br)c1,-0.1,0.2,-11,-8
CN(C)C(=O)CSc1nnc(C23CC4CC(CC(C4)C2)C3)o1,-0.1,0.9,-4,-45
CCc1ccc(-n2c(=S)sc3c(=O)n(-c4ccc(F)cc4)c(SCC(=O)N4CCC(C)CC4)nc32)cc1,-0.1,0.2,6,14
CCOC(=O)c1cnc2ccc(C(=O)OC)cc2c1Nc1cccc(C)c1,0.1,2.3,5,-26
COc1ccc(-c2ccc(=O)n(CC(=O)Nc3ccccc3-c3ccccc3)n2)cc1,-0.3,1.4,2,4
CC1C(=O)N2CCCc3cc(S(=O)(=O)N4CCCc5ccccc54)cc1c32 (centres undefined),0.1,1.7,9,6
OCCOc1cccc(CN2CCN(Cc3ccccc3F)C(CCO)C2)c1 (centres undefined),-0.1,-0.3,-5,0
COc1ccc(NC(=O)CN2CCN(C3c4ccccc4-c4ccccc43)CC2)c(OC)c1,0.0,0.3,-16,-13
CNC(=S)N1CCN(c2nccnc2NS(=O)(=O)c2ccc(C)cc2)CC1,-0.4,-0.5,17,6
Cc1csc(SCC(=O)c2ccc3c(c2)NC(=O)CO3)n1,0.1,1.0,12,-4

Source: PubChem BioAssay (The Scripps Research Institute Molecular Screening Center)
